# L3MBTL1 block: inhibitors of human L3MBTL1. Q9Y468. AlphaScreen L3MBTL1–H3K9me1 peptide binding. Potency, µM (titrated, usually from 57.1 µM), inactives show at the highest dose activity, negative = inhibition, usual class: inhibitors. 230,000 compounds, 0.66% hits; note: potency is the fitted concentration of half-maximal effect; % is set by controls: 0 for no effect and ±100 for the full control effect; nearly all actives have a fitted effect of over 60% in size
# Target sequence (Q9Y468 whole entry, looked up): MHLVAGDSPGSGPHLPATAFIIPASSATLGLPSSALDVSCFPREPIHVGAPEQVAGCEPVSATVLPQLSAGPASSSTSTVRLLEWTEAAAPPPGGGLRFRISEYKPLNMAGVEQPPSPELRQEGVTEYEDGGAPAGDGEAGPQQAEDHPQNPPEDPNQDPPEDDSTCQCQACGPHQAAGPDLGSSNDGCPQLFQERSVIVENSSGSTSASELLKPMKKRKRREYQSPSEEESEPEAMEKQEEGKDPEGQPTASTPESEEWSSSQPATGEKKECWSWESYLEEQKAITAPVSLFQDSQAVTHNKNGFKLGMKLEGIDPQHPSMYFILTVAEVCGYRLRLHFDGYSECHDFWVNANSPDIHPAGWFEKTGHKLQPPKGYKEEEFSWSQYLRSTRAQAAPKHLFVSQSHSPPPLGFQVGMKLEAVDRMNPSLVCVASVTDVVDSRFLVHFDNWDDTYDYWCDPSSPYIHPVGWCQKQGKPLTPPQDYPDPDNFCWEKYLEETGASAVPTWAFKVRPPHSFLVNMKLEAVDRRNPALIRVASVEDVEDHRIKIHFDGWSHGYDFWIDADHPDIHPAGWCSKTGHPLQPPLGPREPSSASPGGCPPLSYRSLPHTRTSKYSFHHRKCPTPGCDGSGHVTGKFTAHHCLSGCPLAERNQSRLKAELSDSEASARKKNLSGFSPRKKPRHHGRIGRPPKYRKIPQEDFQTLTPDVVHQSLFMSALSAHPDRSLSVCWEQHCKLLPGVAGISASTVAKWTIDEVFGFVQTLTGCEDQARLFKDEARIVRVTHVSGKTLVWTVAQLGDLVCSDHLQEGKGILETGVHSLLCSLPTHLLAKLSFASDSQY
#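 Read-out is AlphaScreen signal from streptavidin donor and nickel chelate acceptor beads (10 ug/mL final each) bridging L3MBTL1 (50 nM) and biotinylated K9-monomethylated H3(1-15) peptide (75 nM), after 30 min compound exposure at room temperature.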
# KinaseGlo FLuc: blocks Kinase-Glo luciferase, a counter-screen artifact; Q27757; Kinase-Glo luciferase, ATP luminescence, 8 min; Potency, µM (doses to about 38.3 µM), for inactives: at the highest dose activity change, negative = inhibition, hits mostly inhibitors; 200,000 compounds, 0.28% hits; note: potency is the fitted concentration of half-maximal effect; % is set by controls: 0 for no effect and ±100 for the full control effect; nearly all actives have a fitted effect of over 60% in size
#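 Kinase-Glo luciferase light output from ATP and luciferin was measured with 10 uM ATP, within the enzyme's linear range. Buffer: 50 mM imidazole pH 7.2, 50 mM KCl, 7 mM MgCl2, 0.01% Tween 20, 0.05% BSA; luminescence read after 8 min at ambient temperature.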
# NPSR antag: neuropeptide S receptor (human) antagonism, cAMP | Potency, µM (series often up to 38.3 µM), for inactives: at the top dose activity change, negative = inhibition, hits mostly inhibitors | AID 1461 | CHO-NPSR cells, cAMP TR-FRET, antagonist mode | 220,000 compounds, 1% hits | Q6W5P4; note: potency is the fitted concentration of half-maximal effect; % is set by controls: 0 for no effect and ±100 for the full control effect; nearly all actives have a fitted effect of over 50% in size; many of its hits are not listed in these tables
# CBFb-RUNX1 inh: inhibitors of human CBF-beta and RUNX1 interaction | 230,000 tested, under 10 active | Potency, µM (top dose mostly 59.8 µM), without a hit: at the highest dose activity, negative = inhibition, hits mostly inhibitors | AlphaScreen CBFb-His/RUNX1-biotin binding, biochemical | Q01196+Q13951; note: % of control where 0% means no effect
#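 His-tagged CBF-beta and biotinylated RUNX1 (30 nM each) were premixed 20 min at room temperature, exposed to compound for 15 min, then given nickel-chelate and streptavidin AlphaScreen beads (50 ng each). After 90 min, AlphaScreen signal was read.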
# HTT aggregate: inhibitors of mutant huntingtin aggregate formation in PC12 cells. Potency, µM (top dose mostly 46.1 µM), without a hit: top-dose activity change, negative = inhibition, usual class: inhibitors. PC12 HttQ103-GFP aggregates, Acumen cytometry, 40 h. AID 1688. 220,000 compounds, 1.1% hits; note: potency is the fitted concentration of half-maximal effect; % is set by controls: 0 for no effect and ±100 for the full control effect; nearly all actives have a fitted effect of over 60% in size
#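 Steps: seed 1500 PC12 HTTQ103-GFP cells/well; add tebufenozide, 100 nM final; add compound titration; add ATPLite reagent; quantify GFP aggregates by laser scanning cytometry.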
# IMPase Li cell: IMPase inhibition in cells with lithium potentiation; CHO-M1 cells, IP1 TR-FRET (IP-One), carbachol + lithium; Potency, µM (highest dose often 59.4 µM), for inactives: top-dose activity, negative = IMPase inhibition, most hits filed as inhibitors; 210,000 compounds, 0.35% hits; AID 1457;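 note: IP1 builds up when IMPase is blocked and the TR-FRET signal falls; potency is the fitted concentration of half-maximal effect; plate controls were basal vehicle for no effect and high inhibitor control for full effect; nearly all actives have a fitted effect of over 50% in size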
#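 CHO-M1, 2000 cells/well, 16–30 h culture; cpd + low Li+, 30 min 37C; lysis with d2-IP1/Eu-anti-IP1 Ab, 10 min RT; TR-FRET 665/620 ratio and 620 channel; AC50 via Hill.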
# Epigenetic derep: regulators of epigenetic silencing causing reporter derepression in mouse cells. murine LDR cells, GFP reporter derepression, 30 h. Potency, µM (series often up to 53.9 µM), inactives show at the highest dose GFP activation, actives largely listed as activators. 280,000 compounds, 0.2% hits; note: potency is the fitted concentration of half-maximal effect; % of control where 0% means no effect; nearly all actives have a fitted effect of over 60% in size
#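 Murine LDR cells carrying a silenced, genomically integrated CMV-driven GFP reporter were exposed to compound for 30 hours at 37 C. After PBS washes, GFP-positive cells (20–120 um objects) were counted by laser-scanning microplate cytometry.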
# An asterisk follows results filed as active; ? = inconclusive; . = not tested or not shown; & = joins results of further samples; [ ] = remark or other dose. Calls come from the whole dose curve; as a rule, active = well fitted curve in the direction sought with a large enough effect; inconclusive = small, poorly fitted or top-dose-only effect, or another doubt; inactive = no such curve, though single readings can be large; an effect the other way counts as inactive or inconclusive. Only part of the results is shown; the hit share may differ from the screen's.
# The opening eight records (preview)
SMILES,L3MBTL1 block,KinaseGlo FLuc,NPSR antag,CBFb-RUNX1 inh,HTT aggregate,IMPase Li cell,Epigenetic derep
CN(c1ccc(O)cc1)c1nc(-c2ccccc2)cs1,-18%,0%,-37%,?,-4%,20%,-1.9%
COC(=O)C1CC(O)CN1C(=O)NC1CCCCC1 (configuration not stated),-17%,2%,15%,5%,32%,2%,1.1%
Cc1ccccc1C(=O)Nc1nc2n(n1)C(c1ccccc1)CC(=O)N2 (configuration not stated),.,-3%,-4%[46.1 µM],0%,-5%,14%[38.3 µM],0.5%
O=C(c1ccc(Cl)cc1[N+](=O)[O-])N(Cc1ccccc1)Cc1ccccc1,-6%,-4%,-54%,?,-15%,8%,1.1%
CCOC(=O)Cn1c(=O)c2c(nc(N3CCCCC3)n2Cc2ccccc2)n(C)c1=O,-8%,2%,?,-3%,0%,33%[activator][38.3 µM],-1.9%
CCOCCCNC(=O)CN1C(=O)CSc2ccccc21,-1%,-2%,17%,2%[2.36 µM],6%,-4%,-0.4%
O=C1N(Cc2cccc(Cl)c2)C[C@@H]2C[C@@H](c3ccsc3)N3CCC[C@@]123,0%,.,20%,5%,3%[9.22 µM],17%,-0.1%
Nc1ccccc1C(=O)C[C@@H](N)C(=O)O,.,.,.,-9%,.,1%,0.0%

# The listing (from the top)
SMILES,L3MBTL1 block,KinaseGlo FLuc,NPSR antag,CBFb-RUNX1 inh,HTT aggregate,IMPase Li cell,Epigenetic derep
CN(c1ccc(O)cc1)c1nc(-c2ccccc2)cs1,-18%,0%,-37%,?,-4%,20%,-1.9%
COC(=O)C1CC(O)CN1C(=O)NC1CCCCC1 (configuration not stated),-17%,2%,15%,5%,32%,2%,1.1%
Cc1ccccc1C(=O)Nc1nc2n(n1)C(c1ccccc1)CC(=O)N2 (configuration not stated),.,-3%,-4%[46.1 µM],0%,-5%,14%[38.3 µM],0.5%
O=C(c1ccc(Cl)cc1[N+](=O)[O-])N(Cc1ccccc1)Cc1ccccc1,-6%,-4%,-54%,?,-15%,8%,1.1%
CCOC(=O)Cn1c(=O)c2c(nc(N3CCCCC3)n2Cc2ccccc2)n(C)c1=O,-8%,2%,?,-3%,0%,33%[activator][38.3 µM],-1.9%
CCOCCCNC(=O)CN1C(=O)CSc2ccccc21,-1%,-2%,17%,2%[2.36 µM],6%,-4%,-0.4%
O=C1N(Cc2cccc(Cl)c2)C[C@@H]2C[C@@H](c3ccsc3)N3CCC[C@@]123,0%,.,20%,5%,3%[9.22 µM],17%,-0.1%
Nc1ccccc1C(=O)C[C@@H](N)C(=O)O,.,.,.,-9%,.,1%,0.0%
COCCOC(=O)C(C#N)c1nc2ccccc2nc1N1CCCC1 (configuration not stated),-5%,1%,-7%[46.1 µM],-6%,2%,2%[38.3 µM],3.7%
Cc1ccc(-c2cc(-c3cccc(F)c3)n[nH]2)c(O)c1,.,1%,?,2%,0%,34%[activator][38.3 µM],0.0%
Cc1nc2ccccc2c(=O)n1NS(C)(=O)=O,8%,-7%,-12%[46.1 µM],6%,17%,0%[38.3 µM],-1.1%
COc1ccccc1[C@@H]1C(c2ccc(F)cc2)=NN(c2ccccc2)[C@H]1C(=O)N1CCOC1=O,19%,0%[39.9 µM],-6%,?,-3%,-5%&-4%,-0.9%&-0.5%
COc1ccc2nc(Nc3ccccc3OC)sc2c1,-8%,11µM*,-20%,-17%,29%,13%,-3.8%
CCOC(=O)N1CCN(C(=O)COc2ccc(S(=O)(=O)NCC(C)C)cc2C)CC1,.,5%,3%[46.1 µM],-7%,-8%,48%[activator][38.3 µM],-1.0%
Cc1cc(C)nc(SCc2nnc(SCc3ccccc3Cl)o2)n1,18%,3%,-20%[46.1 µM],-2%,8%,6%,1.8%
CC1(C)CC(=O)C(C(=O)/C=C/NCCc2ccccc2)C(=O)C1,.,-2%,-10%[46.1 µM],4%,-2%,15%[38.3 µM],0.6%
CCOc1ccc(NC(=O)C(Cc2ccccc2)N2C(=O)c3cccc4cccc(c34)C2=O)cc1 (configuration not stated),4%,.,?,0%,6%[9.22 µM],0%,-0.1%
CCN1CCN(S(=O)(=O)c2ccc(Br)s2)CC1,-3%,-1%,-9%[46.1 µM],3%,-11%,25%[38.3 µM],0.0%
Cc1ccc(C(=O)c2ccccc2C(=O)OCC(=O)NC(C)(C)C)cc1,-10%,2%,-10%,8%,6%,14%,-3.5%
COc1ccc2ncc(OC(C)=O)cc2c1,-8%,-2%,17%,-14%,7%,1%,0.0%
Cc1nc2ccc(NC(=O)c3cc(S(=O)(=O)N(C)c4ccccc4)ccc3Cl)cc2s1,3%,-1%,9%,-7%,-12%,10%,3.8%
S=C(NC1CCCCC1)N1CCN(C/C=C/c2ccccc2)CC1,-7%,0%,-11%,4%,-26%,15%,-0.9%
CCC(=O)Nc1ccc(C(=O)CSc2nnc(-c3ccc(NS(=O)(=O)CC)cc3)o2)cc1OC,.,.,12%,5%,-24%[9.22 µM],.,2.1%
CCCCNC(=S)Nc1ccc(C(F)(F)F)cc1,5%,2%,-46%,18%,?,21%,-4.2%
COc1cc(C2CC(=O)Oc3cc(C)c(Cl)cc32)cc(OC)c1OC (configuration not stated),.,6%[39.9 µM],.,6%[89.1 µM],.,15%,1.6%
Cc1ccc(NC(=O)C2CCCN(c3ncccn3)C2)cc1F (configuration not stated),3%,-8%,14%[46.1 µM],6%,-29%,-14%[38.3 µM],-0.2%
Cc1ccc(NCCC(=O)c2ccc(Br)cc2)cc1,4%,0%,-8%[46.1 µM],0%,-3%,-3%[38.3 µM],-1.1%
CCCC1=[N+](CC(=O)c2ccccc2)CCn2cccc21,-1%,7%,9%,6%,33%,2%,1.1%
CCOC(=O)NNC(=O)NCCCCCCNC(=O)NNC(=O)OCC,.,.,10%,12%,-31%[9.22 µM],.,1.1%
CCc1nnc(NC(=O)c2cccc(S(=O)(=O)N3CCc4ccccc43)c2)s1,4%,-1%,-13%[46.1 µM],7%,20%,-2%[38.3 µM],3.8%

# Rewritten with tabs: entries from further up
canonical_smiles	L3MBTL1 block	KinaseGlo FLuc	NPSR antag	CBFb-RUNX1 inh	HTT aggregate	IMPase Li cell	Epigenetic derep
CCCCNC(=S)Nc1ccc(C(F)(F)F)cc1	5%	2%	-46%	18%	?	21%	-4.2%
COc1cc(C2CC(=O)Oc3cc(C)c(Cl)cc32)cc(OC)c1OC (configuration not stated)	.	6%[39.9 µM]	.	6%[89.1 µM]	.	15%	1.6%

# Next section:
SMILES,L3MBTL1 block,KinaseGlo FLuc,NPSR antag,CBFb-RUNX1 inh,HTT aggregate,IMPase Li cell,Epigenetic derep
COc1cc(C2C(C(C)=O)=C(O)C(=O)N2CCN2CCOCC2)ccc1O (configuration not stated),.,-2%,-12%[46.1 µM],1%,6%,6%[38.3 µM],1.8%
Cc1ccc2cc(C(c3nnnn3C3CCCC3)N(Cc3ccccc3)Cc3ccco3)c(=O)[nH]c2c1 (configuration not stated),-2%,-1%,?,-4%,-5%,8%[38.3 µM],-4.1%
Cc1ccccc1C(=O)N1CCC(C(N)=O)CC1,.,2%,24%[46.1 µM],4%,13%,9%[38.3 µM],1.4%
COc1cccc(NC(=O)C2CCN(S(=O)(=O)c3ccc4c(c3)OCCO4)CC2)c1,.,-4%,-8%[46.1 µM],4%,7%,19%[38.3 µM],-2.6%
COC(=O)c1cc(N=CC2=C(O)CC(C)(C)CC2=O)cc(C(=O)OC)c1,6%,-4%,24%,6%,-10%,-4%,-0.3%
Cc1ccccc1C(=O)N/N=C1/SCC(=O)N1Cc1ccc2c(c1)OCO2,10%,-2%,18%,6%,-8%,0%,1.9%
O=C(O)c1cccc(N2C(=O)c3cccnc3C2=O)c1,.,-2%,-17%[46.1 µM],5%,-6%,-14%[38.3 µM],-1.5%
CCNc1nc(Oc2ccc(F)cc2)cc(C(F)(F)F)n1,25%,3%,-26%,8%,-8%,25%,7.1%
C=CCn1c(O)c(N=Nc2nc3ccccc3c(=O)n2-c2ccccc2)c2ccccc21,3%,-2%,18%,0%,1%,7%,?
CC(C)CNc1nc(Oc2ccc(=O)n(-c3ccccc3)n2)nc(N2CCOCC2)n1,1%,-1%,-4%[46.1 µM],-3%,25%,6%[38.3 µM],-2.0%
CCOC(=O)C(C)c1nn(C)c(=O)c2ccccc12 (configuration not stated),3%,-7%,11%[46.1 µM],0%,-9%,12%[38.3 µM],0.7%
O=C(Cc1cc(=O)[nH][nH]1)N/N=C/c1cccc(Cl)c1Cl,-2%,-4%,17%,-22%&-1%,-16%&26%,-3%,0.9%&-0.9%
CCOc1ccc(NS(=O)(=O)c2ccc3c(c2)CCN3C(=O)CCC(=O)O)cc1,1%,-1%,0%[46.1 µM],3%,-10%,-14%[38.3 µM],-0.9%
O=[N+]([O-])c1cc(C(F)(F)F)cc([N+](=O)[O-])c1NCCCNc1ccc([N+](=O)[O-])c2cccnc12,-11%,-1%,-1%,?,28%,-2%,-1.0%
CCOC(=O)c1c(/N=C/c2ccc(C)cc2O)sc2c1CCC2,-1%,0%,19%,-5%,11%,-13%,-1.0%
CCCCC1=NN(C(=O)c2cccnc2)C(O)(C(F)(F)F)C1 (configuration not stated),2%,.,-21%,6%,-7%[9.22 µM],.,-1.7%
CCOC(=O)c1ccc(NC(=O)COc2ccc(S(=O)(=O)NC(C)CC)cc2)cc1 (configuration not stated),28%,3%,-24%[46.1 µM],-2%,-6%,15%[38.3 µM],2.3%
CNc1nc(SCc2ccc(C)cc2)nc2c1CCCC2,7%,2%,?,-12%,?,27%[38.3 µM],-0.9%
CCOC(=O)c1c(NC(=O)CC)sc(C(=O)N2CCCCC2)c1C,.,0%,-21%[46.1 µM],-5%,-12%,19%[38.3 µM],0.3%
Cc1ccc(-c2cc(C(=O)Nc3ccc(S(=O)(=O)Nc4nccs4)cc3)c3ccccc3n2)c(C)c1,-5%,.,-17%[46.1 µM],?,?,.,0.1%
CCN1CCN(c2ncnc3c2nnn3Cc2ccccc2)CC1,5%,-3%,?,-4%,-13%,-2%[38.3 µM],0.0%
CCOc1[nH]n(-c2ccccc2)c(=O)c1C=Nc1ccc(C)cc1,-3%,-1%,-16%,-3%,-8%,8%,1.3%
Cc1c(NC(=O)CN2C(=O)c3ccccc3C2=O)c(=O)n(-c2ccccc2)n1C,6%,-1%,-2%[46.1 µM],9%,-3%,.,-1.0%
